AddAB inh = less growth of phage-infected E. coli with AddAB; E. coli expressing H. pylori AddAB, absorbance growth; inhibition, % at 11.9 µM; hit rate 0.29% among 330,000; in the data active = inhibition above about 12%;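 also: 0% = vehicle wells of infected cells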
Ecoli viability = reduces bacterial viability in AddAB counter-screen; AID 449728; E. coli V3065 growth, OD600 absorbance, 18 h; hit rate 0.27% among 330,000; inhibition, % at 11.9 µM;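 active = inhibition above the campaign's mean inhibition across all tested compounds plus 3 SD, cut at about 9.9% in these data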;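 also: uninfected addAB+ strain grown without phage in ampicillin broth; 0% = DMSO wells and 100% = ciprofloxacin 0.95 µg/ml wells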
SUMO Mot1 rescue = blocks SUMOylation pathway, rescuing yeast Mot1-301 growth; growth rescue, % at 18.8 µM; S. cerevisiae Mot1-301 growth rescue, ATP luminescence, 38.5C; percent above DMSO median, 100 means doubled; hit rate 1% among 320,000; AID 2716;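 active = every valid replicate shows activation above 250% relative to neutral control wells; inactive = the rest, any valid replicate at or below 250%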;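 also: OY570 slx delta 5 strain wells were the positive control but not used for scaling; some compounds called inactive have numbers as strong as hits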
PKA-R1A activ = activates the PKA-R1A holoenzyme complex. P00514+P68181. PKA-R1A dissociation, Cy5-IP20 fluorescence polarization; scaled: DMSO 0%, 113 µM cGMP 100%. activation, % at 11.4 µM. hit rate 0.083% among 340,000;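 active = percent activation above the mean of all tested compounds plus 3 SD, cut at about 19% in these data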;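 also: higher means more PKAc released from R1A so a rise in polarization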
DAGLB inhibitor = diacylglycerol lipase beta (human) inhibition; hit rate 0.059% among 340,000; AID 504411; HEK293T DAGLB membrane lysate, EnzChek fluorogenic substrate; Q8NCG7; inhibition, % at 5.17 µM; in the data active = inhibition above about 34%;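 also: 0% = enzyme with vehicle and 100% = wells lacking enzyme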
HTR5A ag ctr = counter-screen for OPRM1-OPRD1 agonists: human HTR5A agonism. P47898. HTR5A agonist assay, luminescence, cell-based. activation, % at 9.3 µM. hit rate 0.61% among 340,000. AID 504692; in the data active = activation mostly above about 9.5%, no sharp cut-off; inactive = mostly below about 7.6%;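 also: 0% = cells with vehicle only and 100% = reference agonist; strong numbers were not always called active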
Target sequence (P47898 whole entry, looked up): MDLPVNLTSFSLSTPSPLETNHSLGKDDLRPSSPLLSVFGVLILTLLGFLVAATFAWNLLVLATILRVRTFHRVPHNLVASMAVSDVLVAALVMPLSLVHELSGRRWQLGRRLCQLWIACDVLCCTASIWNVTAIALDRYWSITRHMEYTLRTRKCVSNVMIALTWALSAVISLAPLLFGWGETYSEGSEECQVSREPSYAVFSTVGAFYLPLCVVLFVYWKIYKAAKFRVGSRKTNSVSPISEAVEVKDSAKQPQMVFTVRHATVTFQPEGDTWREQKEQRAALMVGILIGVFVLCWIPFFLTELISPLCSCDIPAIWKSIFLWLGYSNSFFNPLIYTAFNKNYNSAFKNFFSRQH
HTR5A inv ag = inverse agonist of human HTR5A in OPRM1-OPRD1 counter-screen | P47898 | HTR5A cell line, luminescence, inverse agonism | inhibition, % at 9.3 µM | hit rate 0.083% among 340,000; in the data active = inhibition mostly above about 23%, no sharp cut-off; inactive = mostly below about 18%;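 also: 0% = cells with DMSO and 100% = no-cell wells with DMSO; some compounds called inactive have numbers as strong as hits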
CDK5 inh = inhibitors of human CDK5/p35 kinase. hit rate 0.01% among 330,000. inhibition, % at 10 µM. AID 488839. Q00535+Q15078. Recombinant CDK5/p35, ADP-Glo luminescence, 60 min;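 active = highest replicate inhibition of at least 50% and at least 75% of replicates reaching 50%; inconclusive = only one of the two criteria met; inactive = both criteria failed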;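 also: plate controls were DMSO neutral control for no effect and GW8510 at 10 µM for full effect; many of its hits are not listed in these tables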
Target sequence (Q00535 whole entry, looked up): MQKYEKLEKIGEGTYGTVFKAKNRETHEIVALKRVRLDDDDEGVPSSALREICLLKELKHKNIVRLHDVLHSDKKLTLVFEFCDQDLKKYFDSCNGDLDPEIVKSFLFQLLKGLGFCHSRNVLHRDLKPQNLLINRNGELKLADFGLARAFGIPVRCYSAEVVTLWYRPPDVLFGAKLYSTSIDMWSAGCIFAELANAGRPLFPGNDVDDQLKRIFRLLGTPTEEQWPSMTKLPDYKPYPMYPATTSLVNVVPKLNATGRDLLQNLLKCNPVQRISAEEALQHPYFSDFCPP
Target sequence (Q15078 whole entry, looked up): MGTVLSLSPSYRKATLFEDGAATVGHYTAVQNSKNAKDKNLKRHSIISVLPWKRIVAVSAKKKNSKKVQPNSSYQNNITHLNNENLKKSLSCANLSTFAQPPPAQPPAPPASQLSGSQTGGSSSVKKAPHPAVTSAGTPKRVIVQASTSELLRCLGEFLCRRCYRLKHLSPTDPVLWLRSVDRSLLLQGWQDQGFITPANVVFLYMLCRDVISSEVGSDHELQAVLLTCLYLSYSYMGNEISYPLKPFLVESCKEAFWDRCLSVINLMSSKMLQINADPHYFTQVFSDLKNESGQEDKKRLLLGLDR
PKA-R2B act = activates the human PKA-R2B holoenzyme complex; hit rate 0.079% among 340,000; activation, % at 11.4 µM; P22694+P31323; AID 504700; PKA-R2B holoenzyme dissociation, Cy5-IP20 fluorescence polarization; R2B truncated from residue 108, S112A mutant; 0% DMSO only, 100% 113 µM cGMP;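 active = activation above a cutoff set at the mean over all compounds plus 3 SD, cut at about 18% in these data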;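 also: higher means more holoenzyme dissociation and a rise in polarization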
phage Ecoli inh = E. coli growth loss with phage present; hit rate 0.26% among 360,000; inhibition, % at 11.9 µM; growth absorbance; AID 651602; in the data active = inhibition above about 11%
Tat export inh = E. coli Tat transport inhibition; E. coli MC4100 TorA-mCherry Tat export, fluorescence; inhibition, % at 10 µM; hit rate 0.036% among 340,000;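 active = mean replicate inhibition at least 50% and at least half of replicates individually reaching 50%; inconclusive = only one of the two criteria met; inactive = neither criterion met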;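 also: exported cargo escapes ClpAP degradation while cytoplasmic cargo is degraded and loses fluorescence; 0% = median of neutral control wells and 100% = median of NaSCN control wells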
The depositor's hits bear a star; i = inactive; ? = inconclusive; · = not tested or not shown.

SMILES	AddAB inh	Ecoli viability	SUMO Mot1 rescue	PKA-R1A activ	DAGLB inhibitor	HTR5A ag ctr	HTR5A inv ag	CDK5 inh	PKA-R2B act	phage Ecoli inh	Tat export inh
CC(C)(C)Nc1nc(N)nc(Cl)n1	1.9	0.1	156	-17	-3	-1	3	-0.8	-7	5.7	-1
S=C1NC[C@H](CC2CCCCC2)N1CCCCC1CCCCC1	-2.9	-1.1	-5	4	-2	7	-20	0.1	6	3.3	-1
COc1ccc(-c2c(C)[nH]n3c(=O)c(Cc4ccccc4)c(C)nc23)cc1OC	0.0	-4.4	2	7	1	0	6	0.9	-11	2.6	0
CC1(C)Cc2c(C#N)c(SCC(=O)c3ccccc3)nc(N3CCOCC3)c2CS1	-0.8	-0.8	·	-4	-6	1	14	0.3	-8	-1.6	2
Cc1[nH]c2ccccc2c1C(=O)CN1CCN(c2ccc(Cl)cc2)CC1	-0.4	-0.7	227	2	-3	-3	12	0.6	-3	3.5	5
O=C(CCN1C(=O)c2ccccc2S1(=O)=O)Nc1cccc2ccccc12	3.2	1.1	11	1	-1	2	-5	0.2	-10	4.2	-1
Cc1cc(NC(=O)CSc2nnnn2-c2ccc(C(C)C)cc2)no1	4.4	3.1	14	8	-3	0	-16	-0.2	9	2.7	-18
O=C(CCN1CCOCC1)Nc1ccc(Cl)cc1	4.3	2.4	14	-9	0	-2	6	-0.1	-10	4.1	5
Cc1onc(-c2ccccc2)c1C(=O)N1CCOCC1	0.7	-0.2	2	-17	4	0	-5	-1.0	9	1.2	-7
COc1ccc(OC)c(NC(=O)c2cc(S(=O)(=O)N3CCCC3)cn2C)c1	2.0	-0.8	-16	-10	4	11	-34	0.2	-8	0.6	-2
O=C(Cc1ccccc1)N1N=C(c2ccncc2)CC1(O)C(F)(F)F (stereo unspecified)	4.2	-2.9	47	-9	-1	1	-2	0.5	-6	0.1	4
COc1ccc(N(C(=O)c2cccc(OC)c2OC)C2C=CS(=O)(=O)C2)c(OC)c1 (stereo unspecified)	3.5	-0.5	-7	-3	1	2	-12	-2.6	4	1.9	-4
COc1ccc(CNC(=O)c2cc(=O)c3ccccc3o2)cc1	0.4	2.2	-3	-10	-4	3	-12	1.0	-6	0.0	-5
CCOC(=O)CNC(=O)CSc1nnc(-c2ccccc2)c(-c2ccccc2)n1	3.9	0.2	-6	-2	-1	-3	7	-3.1	11	1.4	-1
CCOc1ccc(OCCn2c(=S)[nH]c3c(N)ncnc32)cc1	-1.2	-2.0	9	2	2	0	1	0.3	-5	1.1	0
O=C(NCCCCc1ccccc1)NC[C@@H]1CC[C@@H](Cc2ccc(-c3ccccc3)cc2)O1	1.4	0.2	·	-9	-9	-1	3	-2.6	-5	3.1	-7
O=C(Cc1ccc(S(=O)(=O)N2CCOCC2)s1)Nc1nc2c(s1)CCCC2	-0.3	-2.8	i	5	2	1	-17	-4.8	-1	1.4	23
FC(F)(F)c1ccc(NC(=S)NC2CCCCC2)cc1	9.6	9.3	0	-12	-9	6	-9	1.3	-2	15*	0
COc1ccc(NC(=O)CC2C(=O)N(c3ccc(Cl)cc3)C(=S)N2NC(=O)c2cccc(F)c2)cc1 (stereo unspecified)	1.4	0.8	6	-22	-1	0	-6	-4.4	-8	2.3	-7
CCNC(=O)c1c(C)[nH]c(C(=O)OCC)c1C	1.1	-2.4	-11	-7	1	3	-2	-3.2	-4	2.5	-4
COc1ccc(-c2nn(-c3ccccc3)cc2C(=O)NC(=S)N2CCOCC2)cc1OC	-0.6	-2.8	-13	-6	-2	3	5	-2.1	-2	1.8	-6
O=c1cnnc(NCc2ccccc2)[nH]1	-0.3	-1.3	-6	-7	3	-2	-3	-1.7	-12	0.2	-9
O/N=C1/CCCSc2ccccc21	0.0	0.9	6	-12	-1	-5	-17	-0.1	1	0.6	-8
C/C(=N\NC(=O)c1cccnc1)c1ccc(Br)cc1	0.5	0.6	7	-9	2	4	-14	-0.4	3	-1.9	19
CCc1cc(C(=O)N2CCN(S(=O)(=O)c3ccccc3F)CC2)sc1C	2.2	0.0	-1	-9	-6	-7	7	0.6	-3	3.3	-6
COc1cccc2c(=O)cc(C)n(CC(=O)Nc3cccc(C)c3)c12	-0.1	-0.3	-10	-18	-4	-1	2	1.2	-5	3.8	2
O=S(=O)(c1cccc(-c2cn3ccccc3n2)c1)N1CCCC1	2.9	-2.0	8	-6	-5	5	-6	2.1	-9	2.3	-4
OCC1(CCCc2ccccc2)CCN(Cc2cnc(N3CCOCC3)s2)CC1	1.7	-0.8	8	-2	1	2	-5	-4.4	3	-0.2	3
Cc1ccc(NC(=O)Cn2c(=O)n(Cc3ccco3)c(=O)c3ccccc32)c(C)c1	3.0	0.2	-22	1	-1	-3	-30	1.7	0	0.3	1
CC1CN(c2nc3ccccc3nc2SCC(=O)Nc2ccc(F)cc2)CC(C)O1 (stereo unspecified)	-3.7	-0.8	-14	-5	-10	4	-13	-0.3	-20	1.4	9
O=C(NNC(=O)c1cccs1)c1ccc(Cl)cc1	4.0	-0.9	7	0	1	-2	-14	0.0	5	5.1	-5
Cn1ccnc1SC(C(=O)O)c1ccccc1 (stereo unspecified)	1.1	1.7	160	-2	-1	-2	5	1.4	-7	2.2	4
CC(=O)C1=C(O)C(=O)N(CCC(=O)O)C1c1ccccc1Cl (stereo unspecified)	1.6	3.3	8	-17	-2	-2	-53	-0.2	-7	5.2	-7
COc1ccc(F)cc1S(=O)(=O)n1cnc2ccccc21	2.8	0.7	18	-15	-1	-3	9	-0.4	-10	-0.3	1
Cn1c(N2CCCC2)nc2c1c(=O)[nH]c(=O)n2C	-0.3	3.2	-2	-20	-3	1	-3	-0.1	3	-1.6	-11
N#Cc1ccccc1CN1C(=O)S/C(=C/c2cccn2-c2cccc(C(=O)O)c2)C1=O	2.7	-1.8	9	26*	6	-1	2	-0.7	25*	-0.5	5
Fc1ccccc1-c1n[nH]c(=S)n1/N=C/c1c[nH]c2ccccc12	3.4	-1.0	3	-2	0	1	-3	7.8	-2	2.2	0
CNC(=O)C(=O)Nc1cc2c3c(c1)CCN3C(=O)CC2	1.5	-2.1	0	2	-1	4	-15	-1.8	6	1.1	-10
CCC(NC(=O)c1oc2ccccc2c1COC)c1ccc(OC)cc1 (stereo unspecified)	2.1	-1.1	155	-2	-6	4	-13	-1.1	3	1.4	6
O=C(NCc1ccccc1)C1CCN(S(=O)(=O)N2CCCCCC2)CC1	1.3	-0.4	3	1	0	2	22	0.6	0	1.6	6
O=C(CCCO)N/N=C/c1ccccc1[N+](=O)[O-]	3.0	0.2	6	11	-3	-1	5	-4.5	-8	3.4	-2
Cc1ccc(-c2ccc(CCC(=O)O)n2-c2ccc(O)cc2)cc1	-1.1	-1.7	-12	2	4	-1	-9	-3.5	-12	2.8	3
COc1ccc(CNC(=O)c2cnn3c(C(F)F)cc(C)nc23)cc1	-0.9	-1.5	-4	-9	-2	-1	9	0.1	-5	3.6	-7
NS(=O)(=O)c1ccc(CNC(=O)c2cc(=O)c3cc(Cl)ccc3o2)cc1	-2.8	-1.0	-7	10	1	-1	5	-0.9	-6	-0.2	9
COC(=O)c1cc2ccccc2c([N+](=O)[O-])c1O	·	·	·	-11	5	-1	4	0.6	-8	1.6	1
COCc1c(C(=O)Nc2cccc(S(=O)(=O)N3CCCCC3)c2)oc2ccccc12	-0.7	-4.1	-13	-3	-5	-2	5	0.8	-14	·	-4
CCC1(CC)C(=O)N(C)C(=O)NC1=Nc1ccccc1	0.8	0.1	-11	-3	4	2	12	1.2	-3	0.9	-6
Cn1c(=O)[nH]c(=O)c2c1nc(N1CCCCCC1)n2CCCSc1nc2ccccc2o1	1.4	0.4	34	-18	8	1	-22	-1.3	-20	-0.7	3
CC(=O)N1CCN(S(=O)(=O)c2ccc(S(=O)(=O)N3CCCC(C)C3)cc2)CC1 (stereo unspecified)	0.7	-0.6	-15	1	-1	2	-5	-0.3	6	1.8	2
Cc1cc(Br)ccc1-n1[nH]c(C)c(C=Nc2cccc3nsnc23)c1=O	-0.2	-2.4	-4	4	4	-1	2	-0.1	-3	0.7	-2
Other entries
SMILES	AddAB inh	Ecoli viability	SUMO Mot1 rescue	PKA-R1A activ	DAGLB inhibitor	HTR5A ag ctr	HTR5A inv ag	CDK5 inh	PKA-R2B act	phage Ecoli inh	Tat export inh
COCCCN=C(c1ccco1)n1c(=S)nc(-c2ccco2)n(CCCOC)c1=S	1.1	-0.7	64	-1	1	8	14	-1.2	-2	-1.8	?
Cc1ccc(/C(N)=N/OC(=O)c2ccc3c(c2)OCO3)cc1	2.3	-0.3	-5	-3	-13	1	13	1.2	5	1.6	1
COCCn1c(Cc2ccccc2)nnc1SCC(=O)NC1CCCCC1	1.4	2.0	-15	-2	-1	1	-16	0.2	-5	-1.5	6
CC/C(=N\NC(=O)c1csc(C)c1C)c1cccs1	-2.9	0.8	285	0	-6	-1	-18	1.5	-15	0.8	7
Cc1nnc(SCC(=O)Nc2nc(C(C)(C)C)cs2)s1	0.5	0.5	-13	11	-1	6	-15	-3.2	-3	-0.8	1
CC(C)Cc1nc2n[nH]c(N)c2c2c1CCCC2	2.5	1.2	5	3	3	-2	-34	-2.0	0	3.8	-2
CC(C)C[C@H](NC(=O)c1[nH]cnc1C(=O)Nc1ccc(CNC(=O)OC(C)(C)C)cc1)C(=O)OCc1ccccc1	3.0	2.4	325*	-13	-4	11	-29	-0.9	0	4.8	-3
O=C(O)C(F)=C(c1ccccc1)c1ccccc1	0.1	-2.4	194	2	-1	8	8	2.3	8	3.3	-13
N/C(=N\OC(=O)COc1ccc(Cl)cc1Cl)c1ccncc1	·	·	·	-6	-3	-2	6	-1.0	-10	3.8	-6
COc1ccc(CN2C(=O)NC3(CCCCC3)C2=O)cc1F	0.5	0.2	·	-4	2	2	-6	-17	-1	3.5	4
C=CCOC(=O)C1=C[C@@H](c2ccc(C(F)(F)F)cc2)C[C@@H](OCCCCO)O1	0.5	-1.5	-1	2	-2	6	8	-1.3	0	0.8	4
Cc1ccc(C2OCC(C)([N+](=O)[O-])CO2)cc1 (stereo unspecified)	·	·	·	-13	-6	-2	8	1.2	-10	1.8	-10
O=C(CC(C(=O)O)c1ccc(F)cc1)c1ccc(Cl)cc1 (stereo unspecified)	1.6	1.8	562	5	0	4	-16	0.5	11	2.5	2
O=C(NCC1CCCCC1)c1cc(S(=O)(=O)N2CCOCC2)ccc1F	1.5	0.0	-2	-7	-2	3	6	-4.3	-4	2.8	10
CCOC(=O)C1=C(C)NC(=O)NC1	1.4	-1.3	26	-22	-2	-1	-8	-0.8	-6	2.7	-5
CCCCn1c(CCC(=O)O)nc2cc(S(=O)(=O)N(C)C)ccc21	1.7	2.2	-2	2	1	6	-10	1.0	8	4.1	-1

Screening data: PubChem, several laboratories
